HTRA1 inhibitor = blocks human HTRA1 serine peptidase. recombinant HTRA1, FP-rhodamine activity-based probe, fluorescence polarization. inhibition, % at 5.96 µM. actives 0.5% (n = 340,000). AID 504803. Q92743; in the data active means inhibition above about 36%;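 further: 0% = enzyme with DMSO and 100% = wells lacking enzyme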
UHRF1 MBD2 ctr = blocks human UHRF1 binding to methylated DNA | Q96T88 | UHRF1 binding to methylated oligo, TR-FRET | inhibition, % at 4.4 µM | actives 0.75% (n = 370,000); in the data active means inhibition above about 21%;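 further: UHRF1 SRA domain binding a hemimethylated CpG hairpin DNA probe; 0% = median of test compound wells and 100% = reference inhibitor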
Tn7 DDE FP = disrupts Tn7 cyclic peptide binding to fibrin D-Dimer-E complex; inhibition, % at 8.3 µM; actives 0.13% (n = 370,000); AID 720508; FP displacement of FITC-Tn7 peptide from fibrin DD(E); 0% = median of compound wells per plate; P02675;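 active means inhibition above the mean of compounds falling within the control limits plus 3 SD of them, cut at about 14% in these data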;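 further: 0% = plate median of compound wells and 100% = 10 µM Aha-Tn7 peptide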
Target sequence (P02675 whole entry, looked up): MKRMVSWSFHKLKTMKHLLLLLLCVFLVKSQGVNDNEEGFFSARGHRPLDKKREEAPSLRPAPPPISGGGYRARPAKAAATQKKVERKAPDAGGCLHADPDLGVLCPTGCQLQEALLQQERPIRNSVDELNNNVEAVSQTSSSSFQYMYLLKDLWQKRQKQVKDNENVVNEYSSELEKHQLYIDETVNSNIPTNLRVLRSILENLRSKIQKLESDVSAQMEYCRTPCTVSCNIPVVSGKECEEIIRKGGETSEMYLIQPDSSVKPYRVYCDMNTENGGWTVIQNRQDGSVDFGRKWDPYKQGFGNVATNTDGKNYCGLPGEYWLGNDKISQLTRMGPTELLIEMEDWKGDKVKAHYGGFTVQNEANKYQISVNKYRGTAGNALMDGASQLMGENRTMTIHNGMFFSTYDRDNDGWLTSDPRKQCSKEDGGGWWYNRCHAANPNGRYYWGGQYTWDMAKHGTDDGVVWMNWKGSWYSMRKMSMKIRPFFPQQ
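Assay system: Fibrin-DD(E) protein isolated from polymerized human fibrin clots; read-out basis: percent inhibition; medium: Tris/NaCl/CaCl2 buffer, pH 7.8; signal: FP measurement; incubation: 10 min plus 3 h, room temperature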
PRMT1 FP inh = PRMT1 (human) inhibition, primary screen; Q99873; recombinant PRMT1, activity-based probe fluorescence polarization; inhibition, % at 2.79 µM; actives 1.3% (n = 370,000);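 active means inhibition above about 21% made by adding two undisclosed values, limit read from the data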
TDP2 absorb = TDP2 (human) inhibition, absorbance primary screen; O95551; recombinant TDP2, T5PNP hydrolysis, p-nitrophenol absorbance 415 nm; inhibition, % at 12.8 µM; actives 0.34% (n = 370,000); AID 720702;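 active means inhibition above the mean of all tested compounds plus 3 SD, set per campaign, cut at about 25% in these data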;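 further: 0% = DMSO with enzyme and 100% = buffer with substrate but no TDP2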
Target sequence (O95551 whole entry, looked up): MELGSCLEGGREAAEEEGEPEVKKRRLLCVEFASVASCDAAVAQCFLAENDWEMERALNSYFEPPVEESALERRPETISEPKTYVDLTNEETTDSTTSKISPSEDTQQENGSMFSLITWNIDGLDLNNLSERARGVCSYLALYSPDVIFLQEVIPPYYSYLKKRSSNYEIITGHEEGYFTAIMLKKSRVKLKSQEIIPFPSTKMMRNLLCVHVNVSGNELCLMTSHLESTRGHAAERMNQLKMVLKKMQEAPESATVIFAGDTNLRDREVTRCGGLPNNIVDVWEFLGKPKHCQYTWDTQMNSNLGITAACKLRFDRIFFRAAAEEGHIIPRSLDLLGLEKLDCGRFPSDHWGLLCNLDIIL
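Incubation: 2 h at 37 °C; Test system: recombinant human TDP2; Quantity: enzyme 120 nM; Read-out basis: percent inhibition; Medium: 50 mM Tris-HCl pH 7.5 with Mg2+, KCl, DTT, BSA; Repeats: single replicate; Compound: 12.8 µM single point, 1% DMSO; Signal: epi absorbance; Reagent: 5 mM T5PNP chromogenic substrate; Benchmarks: no-enzyme high, DMSO-plus-enzyme low.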
LEDGF integ inh = blocks HIV-1 LEDGF/p75-dependent DNA integration. actives 0.64% (n = 370,000). inhibition, % at 3.7 µM. AID 743269. TR-FRET IN-LEDGF/p75 DNA integration, Eu/Cy5;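 active means inhibition above the screen-wide mean plus 3 SD, cut at about 13% in these data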;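 further: signal is the Cy5 over europium emission ratio at 671 and 618 nm; 0% = plate median of compound wells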
ABHD4 inh = inhibits mouse alpha/beta hydrolase domain 4; inhibition, % at 8.92 µM; purified mABHD4, FP-Rh probe fluorescence polarization; AID 720543; actives 0.54% (n = 370,000);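 active means inhibition exceeding the mean over every tested compound plus 3 SD, cut at about 30% in these data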;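 further: 0% = plate median of compound wells and 100% = S159A mutant with DMSO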
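system = mouse ABHD4 enzyme, wild type | medium = HEPES pH 7.0, NaCl, Pluronic buffer | also added = FP-Rh probe | incubation = Enzyme–compound pre-incubation 45 min, then probe 60 min, both 25 °C | technique = fluorescence polarization, excitation 525 nm, emission 598 nm, BODIPY TMR filters | controls = S159A mutant high control, sample median low control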
PG9 binder = PG9 antibody binding by small molecule. TR-FRET gp120-PG9 antibody binding. inhibition, % at 6.7 µM. actives 0.43% (n = 360,000). AID 624416; in the data active means inhibition above about 8.5%
SIAE inh = blocks human sialic acid acetylesterase; SIAE FP-Rh probe binding, fluorescence polarization; Q9HAT2; inhibition, % at 9.66 µM; actives 0.69% (n = 370,000);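 active means inhibition above a cutoff: mean of compounds within the control limits plus 3 SD of those, cut at about 17% in these data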;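 further: 0% = plate median of compound wells and 100% = probe without SIAE protein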
TCR-CD3 inh = blocks the human TCR-CD3 interaction. TAMRA-labeled TCR probe fluorescence, biochemical. inhibition, % at 9.4 µM. actives 0.37% (n = 360,000); in the data active means inhibition above about 19%;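 further: recombinant mutant TCR 2C K166C tagged with TAMRA read by polarization; 0% = receptor in buffer alone and 100% = receptor with positive control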
The depositor's hits bear a star; · = no result given. Rows are unselected; about 4.2% have a hit in one of these screens.

SMILES	HTRA1 inhibitor	UHRF1 MBD2 ctr	Tn7 DDE FP	PRMT1 FP inh	TDP2 absorb	LEDGF integ inh	ABHD4 inh	PG9 binder	SIAE inh	TCR-CD3 inh
COc1cccc(NC(=O)[C@H](CC(C)C)NC(=O)N2CCn3c2nc2ccccc23)c1	-24	-2	1	-5	3	4	-19	1.4	-11	6
COc1ccc(NS(=O)(=O)c2ccc(N3CCOCC3)c(N)c2)cc1	-1	-1	7	-2	-7	3	3	0.0	7	6
CCOC(=O)CCSc1nc(C)c2cc(C)c(C)cc2n1	-9	0	-4	4	4	-3	-2	-1.1	-2	4
CN(CC(=O)Nc1ccc(Cl)c(C(F)(F)F)c1)C(=O)C1CCC1	-2	-3	5	-6	-1	-3	-3	-0.9	-6	4
CC1CC(C)CN(C(=O)CSc2nnc3ccccn23)C1 (configuration not stated)	4	-2	-1	0	-4	-2	-2	-3.5	-2	9
Cc1ccc(-c2c3c(nc4sc(C(N)=O)c(N)c24)CCCC3)o1	5	-4	-1	32*	-2	0	18	3.4	3	-5
CCCCNS(=O)(=O)c1ccc(NC(=O)C(Sc2ccccc2)c2ccccc2)cc1 (configuration not stated)	-106	1	-10	0	-9	0	-98	0.3	-136	14
CCCCOC(=O)C(C#N)c1nc2ccccc2nc1N1CCN(Cc2ccc3c(c2)OCO3)CC1 (configuration not stated)	-15	0	0	0	3	-3	2	0.3	-1	-4
O=C(O)c1ccccc1SCc1cn2cc(Br)ccc2n1	0	0	7	0	-7	0	-6	8.3	-1	0
CCOc1cc(/C=N/NS(=O)(=O)c2ccccc2)ccc1OS(=O)(=O)c1ccc(C)cc1	-27	-1	1	3	1	-3	-15	-0.8	-23	-7
COc1ccc(C(=O)COC(=O)c2cccs2)cc1	9	1	-3	-3	-15	3	2	-1.1	-3	0
Cc1ccc(Nc2c(-c3cccnc3)nc3ccc(Br)cn23)cc1	-2	3	3	3	1	-5	-1	1.0	6	6
c1cnc(-c2noc(CN3CCN(C4C5CC6CC(C5)CC4C6)CC3)n2)cn1 (configuration not stated)	0	0	-1	-1	-1	3	3	-1.4	-4	-1
COc1ccc(N2CCN(CC(=O)Nc3c(C)cc(C)cc3C)CC2)cc1	-7	2	5	0	3	0	5	-1.1	8	-1
COc1c(C)cc(Br)cc1C(=O)Nc1ccc(S(N)(=O)=O)cc1	-3	-2	-3	2	-7	4	-1	-1.2	0	-5
Cc1ccc(/C(O)=C/C(=O)C(=O)NC23CC4CC(CC(C4)C2)C3)cc1	3	-1	1	0	10	1	4	-2.6	12	4
CCn1c(SCc2ccccc2)nc2cc(S(N)(=O)=O)ccc21	-15	2	-5	-5	-11	5	-8	-0.9	-1	0
CCOCC(=O)Nc1c(C(=O)Nc2ccc(OC)cc2OC)oc2ccccc12	-1	-3	3	-1	0	0	-4	-0.4	2	2
O=C(CCc1ccccc1)OCC(=O)c1cccc([N+](=O)[O-])c1	-5	-4	0	0	7	1	8	1.2	0	6
CCOC(=O)CC1C(=O)NCCN1C(=O)c1c(Cl)cccc1Cl (configuration not stated)	25	4	-2	1	-5	0	-2	-1.3	1	0
Nc1ccc(SCCN2C(=O)c3ccccc3C2=O)cc1	4	-2	-2	0	-5	-5	5	2.3	3	4
CC(C)c1ccc(NC(=O)Cn2ncc3ccccc32)cc1	0	-1	-3	-1	15	-1	0	-2.5	-3	-1
CCOC(=O)C[C@H]1c2cc(C(F)(F)F)ccc2S(=O)(=O)N1Cc1ccccc1	-13	-3	2	2	-5	1	-4	-0.7	1	7
Cc1nc2ccccn2c(=O)c1NC(=O)c1ccco1	9	0	0	4	2	2	5	-1.1	2	-3

Compounds from the list above with bromine (3):
SMILES	HTRA1 inhibitor	UHRF1 MBD2 ctr	Tn7 DDE FP	PRMT1 FP inh	TDP2 absorb	LEDGF integ inh	ABHD4 inh	PG9 binder	SIAE inh	TCR-CD3 inh
O=C(O)c1ccccc1SCc1cn2cc(Br)ccc2n1	0	0	7	0	-7	0	-6	8.3	-1	0
Cc1ccc(Nc2c(-c3cccnc3)nc3ccc(Br)cn23)cc1	-2	3	3	3	1	-5	-1	1.0	6	6
COc1c(C)cc(Br)cc1C(=O)Nc1ccc(S(N)(=O)=O)cc1	-3	-2	-3	2	-7	4	-1	-1.2	0	-5

(continued)
SMILES	HTRA1 inhibitor	UHRF1 MBD2 ctr	Tn7 DDE FP	PRMT1 FP inh	TDP2 absorb	LEDGF integ inh	ABHD4 inh	PG9 binder	SIAE inh	TCR-CD3 inh
CC1(C(=O)Nc2ccc3ccccc3c2)CCC(=O)N1CCCn1ccnc1 (configuration not stated)	·	1	5	5	7	0	-1	1.2	0	-14
O=C(NCCO)C1CCN(C(=O)c2ccc(-c3ccccc3)cc2)CC1	0	0	-5	8	-5	1	3	-0.3	-2	0
CC(C)(C)NC(=O)C1CC(=O)OC12CCCCC2 (configuration not stated)	1	0	-6	0	15	1	2	1.3	-1	0
CC1CCCCC1NCC(=O)Nc1ccccc1C(=O)Nc1ccccc1 (configuration not stated)	-11	0	-2	-1	3	0	7	-1.5	5	-3
COc1ccc(Nc2c(C3CC3)nc3nc(C)cc(C)n23)cc1	·	-3	2	4	4	-8	3	-5.2	0	-6
COc1ccc(S(=O)(=O)N2CCC(C(=O)N3CCCC3)CC2)cc1	2	0	0	4	1	-1	8	0.2	3	-4
CN(Cc1cccs1)C(=O)c1ccc(S(=O)(=O)NCc2ccco2)cc1	1	0	0	-5	-20	4	-3	-0.6	1	4
C=CCN(C)CC#Cc1ccccc1C	·	2	-6	3	2	-1	0	·	0	·
O=C(NCCc1ccco1)C(=O)NCCC1CCCCN1S(=O)(=O)c1ccccc1 (configuration not stated)	-5	-3	5	-3	-8	3	-2	-1.0	-5	0
O=C(NCc1ccc(Cl)s1)C1CCC(=O)N(CCc2cccc(F)c2)C1 (configuration not stated)	-2	-1	5	-3	-2	1	0	1.0	0	11
CC[C@H]1OC(=O)[C@H](C)[C@@H](O[C@H]2C[C@@](C)(OC)[C@@H](O)[C@H](C)O2)[C@H](C)[C@@H](O[C@@H]2O[C@H](C)C[C@H](N(C)C)[C@H]2O)[C@](C)(O)C[C@@H](C)CN(C)[C@H](C)[C@@H](O)[C@]1(C)O	3	-2	6	-5	10	4	0	-0.5	4	6
Cc1cccc(NC(=O)CNC(=O)CSc2nc(N)cc(N)n2)c1C	0	5	-2	0	-11	-9	2	0.4	-1	-6
Cc1ccc(CN2CC(C(=O)Nc3ccccc3N3CCCC3)CC2=O)cc1 (configuration not stated)	-1	5	-5	8	-13	-2	-9	0.5	16	-11
CC(C)c1ccc(NC(=O)CN2C(=O)NC(C)(C3CC3)C2=O)cc1 (configuration not stated)	-4	-2	-7	1	-6	-3	4	1.1	-4	-3
CCCSc1ncccc1C(=O)O	1	1	4	-2	0	-2	3	-2.0	-7	10
O=C(Cn1c2c(sc1=O)C1c3ccccc3OCC1CS2)Nc1ccc(Cl)c(Cl)c1 (configuration not stated)	-34	-3	-6	-1	1	-1	-8	-2.1	4	5
Cc1ccc(CSCC(=O)Nc2ccccc2F)cc1	0	-3	-4	-3	6	4	-3	1.7	0	3
Cc1cc(N2CCOCC2)nc(C(C)C)n1	-5	1	-1	4	10	-4	0	0.3	-6	-2
O=C(CSc1nnc(-c2cccs2)n1-c1ccccc1)Nc1ccccc1	-6	-1	1	0	0	-3	4	54*	0	-2
CCC(=O)Nc1cc(C)c(OC)c(C)c1	1	16	-5	-2	7	3	-3	-1.0	5	3
O=C(CN(c1ccc(F)cc1)S(=O)(=O)c1ccccc1)N1CCOCC1	0	-1	1	0	3	1	5	3.3	0	0
CCc1nnc(NS(=O)(=O)c2ccc(NC(=O)c3ccccc3OC)cc2)s1	-6	3	1	0	-16	0	-7	-1.1	5	-3
COc1ccc(N2CCN(C(=O)c3ccc(N(C)S(=O)(=O)c4ccc(C)cc4)cc3)CC2)cc1	-7	1	4	3	8	-2	0	0.4	11	-4
Brc1ccc(-c2cn3cccnc3n2)cc1	2	1	0	0	13	-1	-5	-1.1	-2	6
COc1ccccc1OCCCCN1CCN(c2ccccc2OC)CC1	4	-5	3	-2	7	-2	12	-1.1	2	0
Nc1nc2nonc2nc1N	·	2	3	4	11	-1	3	-0.3	-1	6
CCN(CCCNC(=O)c1ccc2c(c1)NC(=O)CN2C)c1cccc(C)c1	9	-8	4	2	2	-1	10	-3.9	12	-5
COc1ccc(N=Cc2c[nH][nH]c2=O)cc1	10	-3	7	1	8	-3	-8	-0.3	-1	-10
COCCNC(=S)N1C2CCC1CC(NC(=O)NC13CC4CC(CC(C4)C1)C3)C2 (configuration not stated)	-7	-4	0	-2	-4	4	0	-0.2	0	5
COc1cc(NS(=O)(=O)c2ccc(NC(=S)NC(=O)c3ccc(F)c(F)c3)cc2)nc(OC)n1	-7	2	0	0	0	-2	0	1.1	-5	-2
CN1CCN(c2nc(-c3ccccn3)nc3ccccc23)CC1	0	0	5	-1	2	-7	0	-1.3	-5	1
Cc1ccc2nsnc2c1NC(=O)COc1ccccc1	-2	1	-5	-6	-10	9	-19	0.0	-6	6
Cc1cc(C)cc(C(=O)Oc2coc(CSc3nnc(NC(=O)C4CC4)s3)cc2=O)c1	4	-1	7	-3	-12	0	6	0.6	-2	13
CCOc1ccccc1Nc1ccc(C(=O)O)cc1NC(C)=O	1	2	-4	-2	5	-5	-1	-3.7	4	6
CC1(C)Oc2ccc(C(=O)NC3CCCC3)cc2N(CC(=O)N2CCOCC2)C1=O	6	0	2	-1	10	-3	-4	-0.7	2	-5
COc1cccc(OC)c1OCC(=O)Nc1ccc(S(=O)(=O)N2CCCC2)cc1	-9	13	5	3	6	-1	-3	3.1	2	4
COc1ccc(N2CC(C(=O)NC3CCSC3=O)CC2=O)cc1 (configuration not stated)	4	4	3	0	-4	2	-12	0.8	1	-5
CCN(CC)C(=O)COc1ccc(/C=C(\C#N)S(=O)(=O)c2ccccc2)cc1OC	-3	2	-2	4	6	-4	0	1.7	3	-3
Cc1cccc(-n2ncc3c(NCCCN4CCCC4=O)ncnc32)c1	-1	2	2	1	-3	1	6	0.7	-3	5
CCC(=O)c1ccc(OCC(O)CN2CCN(c3ccccn3)CC2)cc1 (configuration not stated)	0	0	1	-1	-11	13	-9	-2.0	2	3
CCOC(=O)c1oc2cccc(O)c2c1CN(Cc1ccccc1)C(C)=O	-1	-1	14*	-3	8	0	-6	-0.4	2	5
COC(C(=O)NC1CCCCCCC1)c1ccccc1 (configuration not stated)	1	1	2	2	-2	2	-5	-0.5	1	0

From PubChem BioAssay
